M4 ag: CHRM4 agonism in calcium assay. P08173. CHO-K1 hM4/Gqi5, Fluo-8 calcium fluorescence; vehicle 0%, full acetylcholine response 100%. activation, % at 3 µM. 360,000 tested, 0.14% active;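 active means activation above the run mean over all test wells plus 3 SD, cut at about 32% in these data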;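 further: peak over basal fluorescence ratio per well then scaled between controls; 0% = DMSO wells and 100% = acetylcholine at EC100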
Target sequence (P08173 whole entry, looked up): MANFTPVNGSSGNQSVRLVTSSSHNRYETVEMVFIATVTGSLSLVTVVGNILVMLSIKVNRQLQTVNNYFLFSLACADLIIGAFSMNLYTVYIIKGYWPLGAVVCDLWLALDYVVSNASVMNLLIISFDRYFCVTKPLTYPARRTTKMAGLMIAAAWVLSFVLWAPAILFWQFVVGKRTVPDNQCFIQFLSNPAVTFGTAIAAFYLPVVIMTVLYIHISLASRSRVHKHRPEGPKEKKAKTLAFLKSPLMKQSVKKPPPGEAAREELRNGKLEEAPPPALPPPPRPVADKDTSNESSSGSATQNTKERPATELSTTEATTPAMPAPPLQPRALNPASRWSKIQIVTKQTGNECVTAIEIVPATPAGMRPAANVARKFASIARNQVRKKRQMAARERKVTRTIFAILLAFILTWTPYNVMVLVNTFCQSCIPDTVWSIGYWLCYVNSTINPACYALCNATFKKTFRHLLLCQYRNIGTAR
CHO-K1 Ca antag: M1 antagonist counterscreen hit in parental CHO-K1 cells; 360,000 tested, 0.6% active; AID 602250; inhibition, % at 3 µM; ATP-induced calcium, Fluo-8 fluorescence;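 active means inhibition above a per-plate cutoff, the plate's mean sample inhibition plus 3 SD, cut at about 24% in these data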;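 further: 0% = DMSO plus EC80 ATP and 100% = DMSO alone without ATP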
CHRM4 antagonist: antagonists of human muscarinic M4 receptor (CHRM4) | inhibition, % at 3 µM | 360,000 tested, 0.73% active | CHO-hM4 cells, ACh EC80, Fluo-8 calcium fluorescence | P08173;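 active means inhibition above its plate's cutoff, the mean inhibition of sample wells plus 3 SD, cut at about 27% in these data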;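 further: 0% = acetylcholine EC80 with DMSO and 100% = DMSO without agonist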
CHRM5 agonist: CHRM5 agonism in calcium assay; P08912; CHO-K1 hM5 cells, Fluo-8 calcium fluorescence; 0% DMSO wells, 100% maximal acetylcholine response; activation, % at 3 µM; 360,000 tested, 0.19% active; AID 624037;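 active means activation above the run's mean over test compounds plus 3 SD, cut at about 23% in these data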;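 further: signal is peak over basal fluorescence ratio across the kinetic read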
Target sequence (P08912 whole entry, looked up): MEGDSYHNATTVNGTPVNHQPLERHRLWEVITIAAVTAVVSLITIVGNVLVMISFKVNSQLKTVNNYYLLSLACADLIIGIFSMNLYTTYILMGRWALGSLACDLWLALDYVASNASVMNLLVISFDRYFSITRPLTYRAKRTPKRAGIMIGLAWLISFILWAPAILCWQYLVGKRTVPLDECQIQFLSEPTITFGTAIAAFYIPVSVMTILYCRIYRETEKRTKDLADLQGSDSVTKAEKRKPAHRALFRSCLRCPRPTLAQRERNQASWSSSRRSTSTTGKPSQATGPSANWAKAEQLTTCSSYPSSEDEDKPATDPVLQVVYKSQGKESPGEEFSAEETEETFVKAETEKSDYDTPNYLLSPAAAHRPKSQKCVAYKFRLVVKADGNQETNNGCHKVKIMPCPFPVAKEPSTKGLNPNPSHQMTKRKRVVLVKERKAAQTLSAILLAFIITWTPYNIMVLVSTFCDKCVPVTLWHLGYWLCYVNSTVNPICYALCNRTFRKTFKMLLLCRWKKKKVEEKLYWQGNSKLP
CHRM4 PAM: potentiates acetylcholine response at human M4 receptor; P08173; CHO-K1 hM4/Gqi5, Fluo-8 calcium fluorescence, ACh EC20; 0% = ACh EC20, 100% = maximal ACh; activation, % at 3 µM; 360,000 tested, 0.4% active; AID 624126;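 active means activation above its plate's cutoff, the mean activation of sample wells plus 3 SD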; further: some results filed as inactive read as strong as hits
CHO-K1 Ca PAM: M1 PAM counterscreen hit in parental CHO-K1 cells. ATP EC20, Fluo-8 calcium fluorescence; 0% at ATP EC20, 100% at ATP max. activation, % at 3 µM. 360,000 tested, 0.02% active. AID 602247;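 active means activation above the run cutoff, the mean activation of all test compounds plus 3 SD, cut at about 40% in these data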;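 further: peak over basal fluorescence ratio in a 140 s read after ATP addition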
CHRM5 antagonist: CHRM5 antagonism in calcium assay; P08912; CHO-hM5 cells, Fluo-8 calcium fluorescence, ACh EC80; inhibition, % at 3 µM; 360,000 tested, 0.59% active;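 active means inhibition above a per-plate cutoff, the mean of that plate's test compounds plus 3 SD, cut at about 27% in these data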;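 further: 0% = acetylcholine EC80 with DMSO and 100% = DMSO without agonist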
M1 ag parental: nonselective activator or artifact in parental CHO-K1 cells | 360,000 tested, 0.48% active | activation, % at 3 µM | Fluo-8 calcium fluorescence; scaled to maximal ATP response, vehicle zero; in the data active means activation above about 15%;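 further: untransfected CHO-K1 host cells lacking M1 receptor as counterscreen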
CHRM5 PAM: potentiates acetylcholine response at human M5 receptor | P08912 | CHO-K1 hM5, Fluo-8 calcium, ACh EC20 PAM; 0% = ACh EC20, 100% = ACh EC100 | activation, % at 3 µM | 360,000 tested, 0.3% active;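 active means activation above the run cutoff, the mean activation of all test compounds plus 3 SD, cut at about 18% in these data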
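System: CHO-K1 cell line with stable human muscarinic M5 receptor expression | Also added: EC20 acetylcholine as agonist stimulus | Compound: One concentration, 3 µM final (nominal) | Timing: Fluo-8 loading 80 min at 37 °C plus 30 min room temperature | Measured by: Fluo-8 calcium dye fluorescence, kinetic read | Read-out basis: % activation, ACh-normalized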
* hit, by the source's call.

The line under a structure holds: M4 ag	CHO-K1 Ca antag	CHRM4 antagonist	CHRM5 agonist	CHRM4 PAM	CHO-K1 Ca PAM	CHRM5 antagonist	M1 ag parental	CHRM5 PAM
> CCSc1nnc(NC(=O)CSc2sc3c(O)cc(=O)[nH]c3c2C#N)s1
→ 1.4	-5.4	-0.2	-1.8	0.1	-4.8	11.7	0.2	-5.8
> CN1CCCN(C(=O)CC(c2ccccc2)c2ccccc2)CC1
→ 0.9	1.9	20.4	-10.0	-17.3	0.1	16.5	0.4	-17.9
> O=C(Cn1cc(C(=O)C(F)(F)F)c2ccccc21)N1CCOCC1
→ 1.6	20.2	9.5	1.2	6.3	-14.9	1.4	-0.3	5.7
> O=C(NCc1cccs1)c1cc(S(=O)(=O)N2CCCCC2)ccc1Cl
→ 1.8	0.5	10.4	-0.4	0.1	4.2	12.1	1.7	-5.3
> O=C1CSC(=S)N1Cc1cccnc1
→ 6.6	1.3	9.1	1.2	-5.5	18.8	0.3	5.3	-9.5
> CC1(c2ccccc2)NC(=O)N(CCN2C(=O)c3ccccc3C2=O)C1=O (stereo unspecified)
→ 1.0	-13.3	-5.0	-1.8	3.8	12.9	-1.4	0.0	1.4
> O=[N+]([O-])c1ccccc1S(=O)(=O)Nc1ccc(-c2ccc(N3CCCC3)nn2)cc1
→ -0.3	-2.0	-4.9	2.1	1.1	6.8	0.3	-0.1	2.0
> Cc1nc(NC(C)(C)CO)c([N+](=O)[O-])cc1[N+](=O)[O-]
→ 1.9	-13.1	-16.0	-0.4	1.0	23.9	-12.0	1.0	6.4
> CCOc1ccc(Br)cc1S(=O)(=O)Nc1ccc(C(=O)Nc2ccc(C)cc2)cc1
→ 3.9	-5.7	7.0	-5.0	-0.7	7.8	1.3	0.6	0.9
> COC(=O)NC1CSCC1OC(=O)c1ccc(Br)cc1 (stereo unspecified)
→ 0.0	-4.3	1.8	-0.2	7.1	3.8	5.9	0.5	-10.2
> N#Cc1nc(Cc2ccccc2)oc1N1CCCC1
→ 0.8	-13.8	2.6	-7.3	6.2	16.3	7.2	-0.1	0.6
> C[C@H](CO)N1C[C@H](C)[C@@H](CN(C)S(C)(=O)=O)Oc2ccc(N(C)C)cc2C1=O
→ -1.3	1.0	-1.5	-1.3	1.2	4.5	10.3	0.6	2.4
> Cc1cc(C)c2c(N)c(C(=O)NN3CC(=O)N(c4ccccc4)CC3=O)sc2n1
→ 1.9	-10.0	12.2	0.2	5.8	9.6	11.6	0.1	-10.8
> Cc1cc(NC(=O)Cn2ccsc2=N)c([N+](=O)[O-])cc1C
→ 1.9	-6.7	-2.3	-3.3	0.7	-0.1	12.2	-0.2	8.6
> Cc1ccc(C(=O)CSc2n[nH]c(C)n2)cc1
→ 0.4	3.9	-10.6	-1.1	4.2	-0.5	-7.2	-0.2	0.0
> Cc1cc(C)[n+](Cc2ccccc2)cc1C(N)=O
→ 0.3	2.8	-2.6	-11.2	-10.6	6.8	2.8	0.4	4.6
> O=C(O)C1CCCN1C(=O)c1cccs1 (stereo unspecified)
→ 1.4	-4.6	-1.7	-5.0	0.2	15.5	4.1	1.3	6.9
> O=C(c1ccc2c(=O)n(Cc3ccccc3)c(=S)[nH]c2c1)N1CCCC1
→ 2.2	-14.1	3.4	3.4	4.5	9.9	7.8	3.0	-2.2
> Cc1cc(-c2nn3c(-c4ccccc4)nnc3s2)c2ccccc2n1
→ 7.2	-31.6	-0.4	-0.2	2.8	2.9	-1.6	1.8	-5.7
> O=C(Nc1nnc(-c2ccc3c(c2)CCCC3)o1)c1ccccc1Cl
→ 0.5	-2.9	-13.8	-0.2	1.1	7.6	2.2	0.1	-4.8
> CCOC(=O)c1sc2nc(SCC(=O)NCc3ccco3)n(Cc3ccccc3)c(=O)c2c1C
→ 0.6	-7.3	-9.7	-0.8	2.5	14.2	-10.1	0.1	6.8
> CCCSc1ccc(-c2nn(-c3ccccc3)cc2/C=C(/C#N)C(=O)N2CCOCC2)cc1
→ 0.5	3.1	-8.3	-0.3	11.5	5.6	24.3	-0.2	44.2*
> Cc1cc(NC(=O)CSc2nnc(-c3ccc4c(c3)OCCO4)o2)no1
→ 1.2	-12.1	-1.6	-2.9	5.2	19.4	-4.8	0.3	-1.5
> CC1CCc2c(C(=O)OCC(=O)Nc3cccc(S(=O)(=O)N4CCCCCC4)c3)csc2C1 (stereo unspecified)
→ 1.2	4.1	3.8	-1.1	1.6	-0.8	7.9	0.2	-7.6
> Cc1ccc(NC(=O)CCC(=O)N/N=C/c2ccc(O)cc2O)cc1
→ 17.5	-1.8	9.9	0.4	-11.8	6.6	14.4	4.3	-12.6
> COc1cccc(/C=C/C(=O)NCc2ccc(S(N)(=O)=O)cc2)c1
→ 0.3	-4.2	-6.1	-0.7	9.6	5.1	3.6	0.3	6.5
> COc1ccc(N2COC3c4cccc5cccc(c45)C32)cc1 (stereo unspecified)
→ 0.8	-4.3	-4.5	-1.4	-4.3	6.9	3.1	1.0	-0.2
> O=S(=O)(Nc1cccnc1)c1cccs1
→ -0.4	-2.7	5.8	-5.1	-3.8	3.8	-1.5	0.2	-7.5
> O=C1c2ccccc2C(Nc2cccc(C(F)(F)F)c2)N1Cc1ccco1 (stereo unspecified)
→ 1.5	13.1	7.9	-4.4	-2.1	-5.1	-0.6	-0.2	-6.3
> O=C(CSc1nnc(-c2cccnc2)o1)Nc1ccc(F)cc1
→ 1.6	-18.1	-16.0	2.0	8.4	8.8	-8.3	0.9	3.0

Continued; it opens with the 5 that closed the last part.
The line under a structure holds: M4 ag	CHO-K1 Ca antag	CHRM4 antagonist	CHRM5 agonist	CHRM4 PAM	CHO-K1 Ca PAM	CHRM5 antagonist	M1 ag parental	CHRM5 PAM
> COc1cccc(/C=C/C(=O)NCc2ccc(S(N)(=O)=O)cc2)c1
→ 0.3	-4.2	-6.1	-0.7	9.6	5.1	3.6	0.3	6.5
> COc1ccc(N2COC3c4cccc5cccc(c45)C32)cc1 (stereo unspecified)
→ 0.8	-4.3	-4.5	-1.4	-4.3	6.9	3.1	1.0	-0.2
> O=S(=O)(Nc1cccnc1)c1cccs1
→ -0.4	-2.7	5.8	-5.1	-3.8	3.8	-1.5	0.2	-7.5
> O=C1c2ccccc2C(Nc2cccc(C(F)(F)F)c2)N1Cc1ccco1 (stereo unspecified)
→ 1.5	13.1	7.9	-4.4	-2.1	-5.1	-0.6	-0.2	-6.3
> O=C(CSc1nnc(-c2cccnc2)o1)Nc1ccc(F)cc1
→ 1.6	-18.1	-16.0	2.0	8.4	8.8	-8.3	0.9	3.0
> O=C(COC(=O)/C=C/c1ccc(S(=O)(=O)N2CCOCC2)cc1)Nc1ccc(F)c(F)c1F
→ 1.6	17.4	5.3	5.4	0.9	5.7	9.8	2.4	4.8
> Cc1[nH]c2ccccc2c1C(=O)COC(=O)C1CC(=O)N(Cc2ccccc2)C1 (stereo unspecified)
→ 15.9	16.1	14.1	5.6	-9.8	-3.0	9.3	3.6	-18.9
> COc1ccc(-c2cc(N3C(=O)Nc4ccccc4N3O)n[nH]2)cc1
→ -0.7	-0.1	10.1	-2.9	-6.1	8.1	4.0	0.1	0.2
> CCOC(=O)N1CCN(C(=O)/C(=C/c2cccs2)NC(=O)c2cccs2)CC1
→ 2.8	-3.3	-4.7	-2.2	1.1	19.7	4.7	0.8	-3.9
> COc1ccc(-c2nn(-c3ccccc3)cc2/C=C/C(=O)N2CCOCC2)cc1OC
→ 6.8	2.8	0.4	7.0	-4.7	11.3	-4.4	2.8	-7.3
> CCc1ccc(N(CC(=O)NC2CCCC2)C(=O)CCC(=O)Nc2cc(C)on2)cc1
→ -0.6	-9.0	-5.4	-1.2	1.9	3.8	-0.5	0.6	1.0
> CCCOc1ccc(C2NC(=O)NC2=O)cc1 (stereo unspecified)
→ 0.3	-5.9	-5.7	-2.4	3.7	23.1	-8.2	0.2	6.7
> Cn1nc(C(C)(C)C)c([N+](=O)[O-])c1C(=O)Nc1cccc2ccccc12
→ 5.5	0.9	-9.8	-3.0	-1.9	6.1	24.0	3.6	-13.1
> Cc1ccc(NC(=O)c2ccco2)c(NC(=O)c2ccccc2)c1
→ 3.1	-0.2	-11.2	-2.7	0.7	2.8	4.9	1.0	-4.5
> COc1ccc(CN2C(=O)CCC2(C)c2nc3ccccc3[nH]2)cc1 (stereo unspecified)
→ 0.5	-13.5	9.0	-0.1	-3.3	2.8	2.0	1.1	-0.9
> CSCc1cc(N2CCCC2)nc(-c2ccccc2)n1
→ -1.5	-13.3	-10.2	-5.5	6.3	30.3	-4.6	1.0	0.8
> O=C(NCC1CCN(C(=O)c2ccc([N+](=O)[O-])cc2)CC1)c1ccc([N+](=O)[O-])cc1
→ 0.3	-1.3	5.5	-3.0	-5.4	15.2	14.1	1.6	-4.5
> CCc1ccccc1NC(=O)c1cc(S(=O)(=O)N2CCc3ccccc32)cn1C
→ 3.2	-6.4	-1.4	-2.0	-5.4	18.1	2.7	0.5	-7.6
> O=c1nc2ccc(Cl)cn2c2ccc(S(=O)(=O)N3CCCCC3)cc12
→ 0.5	-6.9	0.6	-4.3	1.9	1.6	1.7	0.7	1.7
> Cc1cccc(Cn2c(=O)n(-c3ccc(CC(=O)NCc4ccco4)cc3)c(=O)c3sccc32)c1
→ 2.8	-1.3	-5.9	-0.8	2.5	8.6	2.5	1.1	-4.1
> CC1Cc2ccccc2N1C(=O)CSc1nnc(-c2ccc(S(=O)(=O)N3CCCC3)cc2)n1C (stereo unspecified)
→ 10.2	-9.8	3.5	0.7	-9.4	29.2	4.0	4.9	-6.4
> CSCC[C@H](NC(=O)N1CCn2c1nc1ccccc12)C(=O)NCc1ccc(F)cc1
→ 5.3	-30.2	-5.0	-4.4	3.5	10.8	14.5	1.1	-9.3
> CCCn1cc(NC(=O)c2cc3n(n2)C(C(F)(F)F)CC(c2ccccc2)N3)cn1 (stereo unspecified)
→ 2.4	-4.8	10.3	0.4	-10.4	13.8	1.2	0.8	-3.0

Shown bar-delimited: two of the compounds above
smiles | M4 ag | CHO-K1 Ca antag | CHRM4 antagonist | CHRM5 agonist | CHRM4 PAM | CHO-K1 Ca PAM | CHRM5 antagonist | M1 ag parental | CHRM5 PAM
Cc1cc(C)c2c(N)c(C(=O)NN3CC(=O)N(c4ccccc4)CC3=O)sc2n1 | 1.9 | -10.0 | 12.2 | 0.2 | 5.8 | 9.6 | 11.6 | 0.1 | -10.8
O=C1c2ccccc2C(Nc2cccc(C(F)(F)F)c2)N1Cc1ccco1 (stereo unspecified) | 1.5 | 13.1 | 7.9 | -4.4 | -2.1 | -5.1 | -0.6 | -0.2 | -6.3

Assay outcomes: PubChem BioAssay, The Scripps Research Institute Molecular Screening Center

Rows were taken by chance, and some 2.7% of all compounds hit somewhere here.
